Cneo AK release: Cryptococcus neoformans cell lysis inducers, primary screen, AK release luminescence, single concentration. 360,000 tested, 0.2% active. lysis activity, % at 15 µM. C. neoformans lysis, adenylate kinase release luminescence, 4 h; normalised: neutral wells 0, clomiphene wells 100;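 active means mean lysis activity across replicates of at least 80%, whatever share of replicates individually reach that level; inactive means mean lysis activity below 80%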
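read-out = cell lysis signal | test system = log-phase Cryptococcus neoformans yeast cells | input = cells at 5 × 10^6 per mL | medium = fresh YPD growth medium | signal = luminescent adenylate kinase detection reagent | timing = 4 h at 37 °C static, read 1 h later | dosing = single dose | controls = Clomiphene as positive lysis control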
ERAP1 HTS inh: human ERAP1 aminopeptidase inhibitors, primary screen, biochemical, single point, plate reader; AID 652197, 2013; inhibition, % at 10.7 µM; recombinant ERAP1, Leu-AMC fluorescence, 60 min; Endoplasmic reticulum aminopeptidase 1 (Homo sapiens), Q9NZ08; 340,000 tested, 0.15% active;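 active means mean replicate inhibition of at least 30%, or all replicates individually reaching that 30% level; inactive means mean below 30% and not every replicate reaching it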;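 further: 0% = neutral control wells and 100% = L-leucinethiol positive control wells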
S100A4 MyoIIA: inhibitors of S100A4-myosin IIA peptide binding, primary screen, biochemical, fluorescence polarization, TAMRA-MyoIIA peptide. inhibition, % at 10.7 µM. 360,000 tested, 0.14% active. Protein S100-A4 (Homo sapiens), P26447;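 active means mean inhibition of at least 70% across replicates, with every replicate also reaching that level; inconclusive means mean inhibition reaches 70% but some replicates fall short; inactive means mean inhibition below 70%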
Target sequence (P26447 whole entry, looked up): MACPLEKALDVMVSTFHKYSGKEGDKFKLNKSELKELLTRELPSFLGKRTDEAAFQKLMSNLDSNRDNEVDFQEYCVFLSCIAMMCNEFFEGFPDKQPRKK
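Test system: S100A4 monomer protein; Medium: HEPES pH 7.2 with CaCl2, KCl, NaCl, DTT, Triton; Probe or stimulus: TAMRA-labelled myosin IIA heavy-chain peptide probe, 5 nM; Doses: one dose per compound; Times: polarization read 5 min after assay mix addition, stable 5–60 min; Benchmarks: neutral control DMSO, positive control TFP.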
SIRT5 block: SIRT5 desuccinylase inhibitors, primary screen, biochemical, fluorescence imaging, single point, set 5 | inhibition, % at 15 µM | 330,000 tested, 1.1% active | Purified SirT5, succinyl-peptide AMC, trypsin-coupled fluorescence | NAD-dependent protein deacylase sirtuin-5, mitochondrial (Homo sapiens), Q9NXA8; in the data active means inhibition above about 15%; inconclusive means no clear call, values can overlap the other calls
Target sequence (Q9NXA8 whole entry, looked up): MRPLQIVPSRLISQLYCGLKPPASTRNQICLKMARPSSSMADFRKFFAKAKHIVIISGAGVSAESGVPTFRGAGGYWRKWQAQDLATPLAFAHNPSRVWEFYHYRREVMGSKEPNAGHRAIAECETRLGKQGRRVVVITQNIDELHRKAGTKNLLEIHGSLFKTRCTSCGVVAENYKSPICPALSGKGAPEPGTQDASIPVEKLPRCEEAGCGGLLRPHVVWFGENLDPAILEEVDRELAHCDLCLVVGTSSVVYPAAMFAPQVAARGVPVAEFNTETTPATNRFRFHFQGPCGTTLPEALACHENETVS
LGR2 antag: inhibitors of bursicon-induced LGR2 CRE-luciferase signal, primary screen, cell-based, HEK293, CRE-luciferase reporter, bursicon stimulation. Drosophila bursicon receptor LGR2 (rickets). bursicon-stimulated, 4 h. inhibition, % at 9.99 µM. 380,000 tested, 0.35% active;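 active means drop in luminescence signal, shown as inhibition above about 50% in the replicate tests, limit read from the data, passing the limit was not always enough; inconclusive means probably only some replicates passing the limit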;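 further: agonist challenge used bursicon conditioned medium at about half maximal strength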
C2C12 statin: suppressors of statin myotoxicity in C2C12 myotubes, primary screen, cell-based, single point, plate reader | C2C12 myotubes + simvastatin, ATP luminescence, 48 h; scaled: DMSO 0, geranylgeraniol control 100 | rescue of ATP level, % at 7.49 µM | 330,000 tested, 0.78% active | AID 602340, 2012;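 active means mean ATP rescue above about 67%, or every replicate alone reaching that limit, limit read from the data, passing the limit was not always enough; inconclusive means no clear call, values can overlap the other calls; inactive means mean under the limit and some replicate under it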;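 further: myotubes were challenged with 10 µM simvastatin during compound exposure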
PGC1a acetyl inh: inhibitors of PGC1a acetylation signal, primary screen, cell-based, U2OS, AlphaScreen, inhibitor mode. AlphaScreen anti-acetyl-lysine; with virally co-expressed GCN5 acetyltransferase. inhibition, % at 15.6 µM. 350,000 tested, 0.17% active;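 active means every replicate shows inhibition of at least 40%; inconclusive means mean inhibition at least 40% but some replicate below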;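 further: 0% = neutral control wells and 100% = positive control wells; some results beyond the cut were filed as inactive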
Xi reactivation: activators of inactive X chromosome reactivation, primary screen, imaging, XiGFP fibroblasts, GFP high-content imaging, set 2; XiGFP mouse fibroblasts, % GFP-positive cells imaging, 3 d; cells co-treated with 5-aza-dC sensitizer; scaled so ellipticine positive control = 100%; activation, % at 7.58 µM; 360,000 tested, 0.055% active;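 active means mean normalized replicate activation at least 10% and every replicate at or above 10%; inconclusive means only one of the two criteria met; inactive means mean below 10% and not all replicates reach 10%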;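 further: 0% = median of on-plate neutral control wells and 100% = ellipticine 6 µM median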
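Material: XiGFP fibroblasts, SV40-immortalized; Buffer or medium: DMEM containing 5-aza-dC; Compound dosing: single point; Times: 3 days compound exposure.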
* marks the source's active call; other numbers are inactive results; u = inconclusive; x = no result given.

SMILES	Cneo AK release	ERAP1 HTS inh	S100A4 MyoIIA	SIRT5 block	LGR2 antag	C2C12 statin	PGC1a acetyl inh	Xi reactivation
COc1ccc(NC(=O)Nc2ccc3c(c2)C(=O)N([C@@H](C)CO)C[C@H](C)[C@H](CN(C)Cc2ccc(C(F)(F)F)cc2)O3)cc1	40	-6	27	6	23	-5	6	-1.2
N#C[C@@H]1[C@@H](c2ccccc2C2=CCCC2)[C@H](CO)N1C(=O)NC1CCCCC1	x	-1	-3	6	16	x	-19	0.0
Cc1cc(F)ccc1S(=O)(=O)Nc1ccccc1C(=O)N1CCCC1	0	1	-2	-4	4	-2	x	0.0
CCOC(=O)C1=CCN(S(=O)(=O)c2ccccc2C)C1c1cccc(Cl)c1 (configuration not stated)	x	-4	1	-2	11	x	x	0.0
O=C1CC(N2CCC(c3nc4ccccc4[nH]3)CC2)C(=O)N1Cc1ccccc1 (configuration not stated)	-2	x	x	x	21	4	-3	x
O=C1OC(c2ccc(O)cc2)(c2ccc(O)cc2)c2ccccc21	0	0	-1	-1	5	4	-2	0.0
O=C(Cn1c(=O)c2cccn2c2ccccc21)NCCCN1CCCCC1	0	1	1	0	12	1	5	0.1
C/C=C(/C)C(=O)Nc1cccc(C2=NOC3(C2)C[C@H](C(N)=O)N(C(=O)c2ccccc2)C3)c1 (some centres not stated)	3	9	-1	-3	-5	3	-2	-0.1
N#Cc1cccc(-c2ccc3c(c2)[C@@H]2[C@@H](CCN2Cc2ccncc2)[C@@H](CO)N3)c1	1	2	7	1	-12	-53	-11	0.1
O=C(CSc1ncnc2ccccc12)Nc1cc(S(=O)(=O)N2CCCCC2)ccc1Cl	-5	x	x	x	5	x	1	0.1
O=C(COc1ccc(-n2cnnn2)cc1)Nc1ccc(F)cc1	0	-4	-2	11	x	3	-7	0.0
CCCCN1CN(Cc2ccco2)CNC1=S	x	1	0	-5	5	x	x	-0.1
CN1CCN(C(=O)C[C@H]2CC[C@H]3[C@@H](COC[C@H](O)CN3C(=O)Nc3cc(Cl)cc(Cl)c3)O2)CC1	-3	-1	-4	-4	-10	2	2	0.1
CCCC#Cc1cnc2c(c1)C(=O)N([C@@H](C)CO)C[C@H](C)[C@H](CN(C)C(=O)c1ccc(F)cc1)O2	0	-3	-15	-1	-1	2	-2	-0.7
COC(=O)CCCC1=CC2=CC(=O)C(C)(OC(=O)c3cccs3)C(=O)C2=CN1c1ccc(OC)cc1 (configuration not stated)	-1	1	6	x	-1	-1	8	0.9
CNC(=O)C[C@@H]1CC[C@H]2[C@H](COc3ccc(NC(=O)c4ccccc4Cl)cc3C(=O)N2C)O1	17	0	-44	6	-13	-11	-3	0.2
CCC(=O)NC[C@@H]1[C@@H](c2ccccc2)[C@H](CO)N1C(=O)C1CCC1	79	x	-1	-1	7	0	-3	0.0
CCN(c1ccccc1)S(=O)(=O)c1ccc(OC)c(NS(=O)(=O)c2cccs2)c1	x	6	-16	0	10	6	3	-0.3
CCN(CC)c1ccc(C=C2C(=O)OC3(CCCC3)OC2=O)cc1	-2	x	x	x	4	x	-1	0.0
CCC(c1nc2ccccc2[nH]1)N(C(=O)Cc1cc(OC)cc(OC)c1)c1ccc(N2CCOCC2)cc1 (configuration not stated)	0	-1	-15	2	-6	14	-5	0.1
CCOC(=O)c1ccc(S(=O)(=O)NNC(=O)c2ccc3c(c2)nc(C)n3CC)cc1	-3	2	-7	2	10	-1	-6	-0.1
O=C(NCC[C@@H]1CC[C@H](NC(=O)C2CC2)[C@@H](CO)O1)c1cc(Cl)cc(Cl)c1	3	0	-5	-3	-5	5	-3	-0.1
CCCC(=O)Nc1ccc2c(c1)C(=O)N(C)C[C@H](OC)[C@H](C)CN(C(C)=O)[C@H](C)CO2	-3	0	1	0	7	0	-3	-0.4
CCO[C@@H]1OC(C(=O)NCc2nc3ccccc3[nH]2)=C[C@H](c2cn(C(C)=O)c3ccccc23)[C@H]1CCCO	-3	-3	0	-4	-4	12	x	-0.1
COc1ccccc1Cc1c(C2CCCCC2)nc2ccc(C)cn12	2	0	-2	-4	-8	-19	-15	x

Quoted at random: two compounds from above, in no set order.
SMILES	Cneo AK release	ERAP1 HTS inh	S100A4 MyoIIA	SIRT5 block	LGR2 antag	C2C12 statin	PGC1a acetyl inh	Xi reactivation
COc1ccc(NC(=O)Nc2ccc3c(c2)C(=O)N([C@@H](C)CO)C[C@H](C)[C@H](CN(C)Cc2ccc(C(F)(F)F)cc2)O3)cc1	40	-6	27	6	23	-5	6	-1.2
Cc1cc(F)ccc1S(=O)(=O)Nc1ccccc1C(=O)N1CCCC1	0	1	-2	-4	4	-2	x	0.0

Three entries out of the list above, arranged by the number in PGC1a acetyl inh, low to high.
molecule,ERAP1 HTS inh,S100A4 MyoIIA,SIRT5 block,LGR2 antag,PGC1a acetyl inh
CCC(=O)NC[C@@H]1[C@@H](c2ccccc2)[C@H](CO)N1C(=O)C1CCC1,x,-1,-1,7,-3
CCCC#Cc1cnc2c(c1)C(=O)N([C@@H](C)CO)C[C@H](C)[C@H](CN(C)C(=O)c1ccc(F)cc1)O2,-3,-15,-1,-1,-2
COc1ccc(NC(=O)Nc2ccc3c(c2)C(=O)N([C@@H](C)CO)C[C@H](C)[C@H](CN(C)Cc2ccc(C(F)(F)F)cc2)O3)cc1,-6,27,6,23,6

As entered above.
For Cneo AK release, CCO[C@@H]1OC(C(=O)NCc2nc3ccccc3[nH]2)=C[C@H](c2cn(C(C)=O)c3ccccc23)[C@H]1CCCO has the entry -3
For LGR2 antag, CCN(CC)c1ccc(C=C2C(=O)OC3(CCCC3)OC2=O)cc1 has the entry 4
For PGC1a acetyl inh, N#C[C@@H]1[C@@H](c2ccccc2C2=CCCC2)[C@H](CO)N1C(=O)NC1CCCCC1 has the entry -19
For SIRT5 block, O=C(Cn1c(=O)c2cccn2c2ccccc21)NCCCN1CCCCC1 has the entry 0
For Xi reactivation, O=C(NCC[C@@H]1CC[C@H](NC(=O)C2CC2)[C@@H](CO)O1)c1cc(Cl)cc(Cl)c1 has the entry -0.1
For Xi reactivation, CCCC#Cc1cnc2c(c1)C(=O)N([C@@H](C)CO)C[C@H](C)[C@H](CN(C)C(=O)c1ccc(F)cc1)O2 has the entry -0.7

(next part)
SMILES	Cneo AK release	ERAP1 HTS inh	S100A4 MyoIIA	SIRT5 block	LGR2 antag	C2C12 statin	PGC1a acetyl inh	Xi reactivation
NC(=S)NCc1cccnc1	-3	-2	22	-3	10	-1	x	0.2
CC(=O)Oc1c(/C=C(\C#N)C(N)=O)[nH]c2ccccc12	-1	5	6	-3	x	11	-8	0.0
O=C(CCS(=O)(=O)c1ccccc1Cl)NCc1ccc(F)cc1	x	0	-2	-5	0	-2	-6	-0.3
CO[C@@H]1CN(C)C(=O)c2ccc(NC(=O)Nc3cc(F)ccc3F)cc2OC[C@@H](C)N(C(=O)c2ccccn2)C[C@H]1C	4	2	0	x	4	8	-2	0.4
COc1ccc(OC)c(/C=N/NC(=O)C(O)c2ccccc2)c1 (configuration not stated)	2	-12	3	-14	6	2	11	0.3
COC(=O)c1cccc(C(=O)N2CCCC(CNC(=O)c3ccccc3Cl)C2)c1 (configuration not stated)	-1	x	0	-2	-2	3	7	0.1
CCOc1ccc(NC(=O)CSc2nnc(C3CC3)n2N)cc1	x	-4	-4	7	-17	u	1	x
Brc1ccccc1OCCCN1CCCCCC1	x	8	-4	-2	5	x	x	0.2
COc1cccc(NC(=O)CN(C)C(=O)CCNC(=O)c2ccc(Br)cc2)c1	x	-3	0	-3	9	x	x	0.0
CCCNC(=O)N1CC2(CN(CC3CC3)C2)c2c([nH]c3cc(OC)ccc23)[C@@H]1CO	x	1	-13	-1	-6	x	x	0.2
COc1ccc(N(CC(=O)NC2CC3CCC2C3)S(=O)(=O)c2ccc(C)cc2)cc1 (configuration not stated)	0	-3	-2	-2	-11	6	-9	0.0
CN(C)CC#Cc1ccc([C@@H]2[C@H](CO)N3CCCCN(C(=O)CN(C)C)C[C@@H]23)cc1	3	0	2	0	-1	-5	-21	0.3
O=C(NCCc1ccc(Cl)cc1)C1CCCN(S(=O)(=O)N2CCCCCC2)C1 (configuration not stated)	-4	-4	0	-25	-16	-21	-1	0.0
COC(CNC(=O)CN1CCN(Cc2ccc(F)cc2Cl)C1=O)OC	2	2	-6	-2	-1	-2	1	0.2
CCCNC(=O)N(C)C[C@@H]1Oc2ncc(C#C[C@@H](C)O)cc2C(=O)N([C@@H](C)CO)C[C@@H]1C	-6	-1	4	-1	29	x	7	0.5
CN1C2CCC1CC(NC(=O)CSCc1ccc(Cl)cc1Cl)C2 (configuration not stated)	x	2	-9	-1	0	x	x	0.3
Cc1noc(C)c1S(=O)(=O)Nc1ccc2c(c1)C(=O)N([C@@H](C)CO)C[C@H](C)[C@@H](CN(C)Cc1ccc(C(F)(F)F)cc1)O2	3	-2	-3	0	0	12	8	0.0
COc1ccc(NS(=O)(=O)c2ccc3c(c2)n(C)c(=O)n3C)cc1	-1	0	1	2	-14	-12	-11	x
COc1ccc(N(CC(=O)NCc2ccc3c(c2)OCO3)C(=O)c2csnn2)cc1	3	-2	-8	-1	-3	-2	x	0.2
CCN1CCN(C(=O)/C(=C/c2cccs2)NC(=O)c2ccc(C)c(C)c2)CC1	1	1	26	2	-4	x	-7	0.0
O=C(O)C1CCN(c2ccc(Cl)nn2)CC1	x	1	-10	-5	11	x	x	0.1
C[C@H](CO)N1C[C@H](C)[C@H](CN(C)S(=O)(=O)c2ccccc2)Oc2c(NC(=O)Nc3ccccc3)cccc2C1=O	14	-3	-23	-1	-3	17	-11	0.0
C=CCOc1cccc(C2C(C(=O)c3cccs3)=C(O)C(=O)N2Cc2cccnc2)c1 (configuration not stated)	x	3	13	-2	6	x	x	0.0
Cc1ccccc1-n1c(C)c(C#N)c(=O)c(-[n+]2ccccc2)c1[S-]	x	0	-2	-1	-12	x	x	0.0
COCCN(C[C@@H]1[C@H](c2ccccc2)[C@@H](CO)N1C(=O)C1CCC1)C(C)=O	2	-2	-9	1	14	-5	10	0.1
C=CCOC(=O)C1=C(C)NC(C)=C(C(=O)OCC=C)C1c1ccco1	x	3	-2	-2	x	x	-2	0.2
COc1ccc(NC(=O)N(C)C[C@H]2Oc3ccc(NC(=O)C4CC4)cc3C(=O)N([C@H](C)CO)C[C@H]2C)cc1	-5	-5	-12	-3	16	-4	3	0.1
O=C(COc1ccc(-n2cnnn2)cc1)Nc1ccc(Br)cc1F	4	2	3	0	11	2	-11	0.7

An excerpt, so the mix of outcomes need not match the whole.
